# Compound activity deposited in PubChem BioAssay by National Center for Advancing Translational Sciences (NCATS).
# Glioma ERSR ind: induces the endoplasmic reticulum stress response in human glioma cells | U87-MG GRP78 promoter luciferase reporter, 16 h | Potency, µM, inactives show at the top dose activation, hits mostly activators | hit rate 0.02% among 420,000 | AID 602332; note: potency is the fitted concentration of half-maximal effect; series mostly up to about 76 µM; % of control where 0% means no effect; nearly all actives have a fitted effect of over 35% in size
#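 Stably transfected U87-MG glioma cells carrying a GRP78-based luciferase sensor; 16 h compound incubation. Luminescence end-point read 10 min after Bright-Glo addition at room temperature.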
# D1 ag: agonists of human D1 dopamine receptor; HEK293 T-REx D1 cells, calcium flux, agonist mode; activation, % at 2 µM; P21728; hit rate 1% among 360,000; in the data active = activation above about 30%; note: 0% is about no effect
#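 Tetracycline-induced HEK293 TREx D1 cells, force-coupled to calcium signalling, were dye-loaded with a no-wash calcium kit. Compound was pin-added after a 10 s baseline. Fluorescence was read kinetically at 1 cycle/s for 180 s, with calcium rises flagged as agonism.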
# Vif-A3F inh: inhibitors of Vif-A3F interaction | HeLa A3F-eYFP + Vif (tagged APOBEC3F with the HIV-1 protein that degrades it), YFP fluorescence increase | Potency, µM (titrated, usually from 46.1 µM), without a hit: top-dose activity, negative = active | AID 602313 | hit rate 0.2% among 390,000; note: potency is the fitted concentration of half-maximal effect; % of control where 0% means no effect; nearly all actives have a fitted effect of over 65% in size
#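 HeLa cells stably expressing Vif plus C-terminally eYFP-tagged A3F were seeded, incubated overnight at 37 deg C, dosed with compound, incubated overnight again at 37 deg C. Yellow fluorescence (Ex 488/Em 500-530) reported blocked Vif-mediated A3F-eYFP degradation.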
# D2 PAM: positive allosteric modulators of human D2 dopamine receptor | potentiation, % at 10 µM | P14416 | HEK293 T-REx D2, calcium flux, EC20 dopamine potentiation | AID 485347 | hit rate 0.34% among 340,000;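 active = potentiation over 3 SD above the plate norm, cut at about 30% in these data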; note: 0% is about no effect
#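 Potentiation of an EC20 dopamine calcium response measured kinetically over 180 s, after a preceding 180 s compound-only read flagging agonists. Cells: inducible Hek293 Trex D2 line, 4000/well, cultured overnight at 30 C before dye loading.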
# LDHA block: LDHA (human) enzyme inhibition | P00338 | purified LDHA, NADH/diaphorase-resazurin fluorescence; hits give low values | activity change, % (values are at about 110 or 230 µM) | hit rate 0.15% among 480,000 | AID 1347041; in the data active = activity change below about -30%; inconclusive = mostly about -25% to -30%;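 note: plate controls were DMSO wells for no effect and wells without enzyme for full effect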
#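 Human LDH5 (2 nM) was incubated with 0.06 mM NADH and 0.2 mM pyruvate for 5 min at room temperature in Tris pH 7.4. Remaining NADH was coupled through diaphorase/resazurin, and resorufin fluorescence was read at 0 and 20 min.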
# Vif-APOBEC3G blk: Vif-A3G binding inhibition; Q9HC16; HeLa A3G-eYFP + Vif (tagged APOBEC3G with the HIV-1 protein that degrades it), YFP fluorescence, overnight; Potency, µM (top dose mostly 46.1 µM), for the others: top-dose activity, negative = active, usual class: inhibitors; hit rate 0.076% among 410,000;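 note: potency is the fitted concentration of half-maximal effect; % is set by controls: 0 for no effect and ±100 for the full control effect; nearly all actives have a fitted effect of over 60% in size; hits raise eYFP signal because A3G escapes Vif-driven loss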
#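 HeLa cells stably expressing Vif and C-terminally eYFP-tagged A3G, seeded overnight at 37 deg C, then exposed to compound by pintool overnight at 37 deg C. Rise in yellow fluorescence (Ex 488/Em 500-530, Acumen) marks blocked Vif-driven A3G degradation.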
# D1 antagonist: antagonists of human D1 dopamine receptor; P21728; HEK293 TREx D1 cells, calcium flux, dopamine EC80; hits give low values; activity change, negative = inhibition, % at 10 µM; hit rate 3.2% among 360,000; AID 504652; in the data active = activity change below about -30%; note: % is set by controls: 0 for no effect and ±100 for the full control effect
#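 Cells carrying a force-coupled, tetracycline-inducible human D1 receptor report calcium flux. Each well gets a 10 s baseline, compound with 180 s monitoring, then an EC80 dopamine stimulus with a second 180 s kinetic read.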
# RXFP1 ag: agonists of human relaxin receptor RXFP1. Potency, µM (titrated, usually from 57.5 µM), inactives show top-dose activation, actives largely listed as activators. AID 2676. HEK293T-RXFP1 cAMP TR-FRET, 30 min; response scale: percent of porcine relaxin response, buffer zero. hit rate 0.3% among 370,000; note: potency is the fitted concentration of half-maximal effect; % is set by controls: 0 for no effect and ±100 for the full control effect; nearly all actives have a fitted effect of over 60% in size; many of its hits are not listed in these tables
# Target sequence (Q9HBX9 whole entry, looked up): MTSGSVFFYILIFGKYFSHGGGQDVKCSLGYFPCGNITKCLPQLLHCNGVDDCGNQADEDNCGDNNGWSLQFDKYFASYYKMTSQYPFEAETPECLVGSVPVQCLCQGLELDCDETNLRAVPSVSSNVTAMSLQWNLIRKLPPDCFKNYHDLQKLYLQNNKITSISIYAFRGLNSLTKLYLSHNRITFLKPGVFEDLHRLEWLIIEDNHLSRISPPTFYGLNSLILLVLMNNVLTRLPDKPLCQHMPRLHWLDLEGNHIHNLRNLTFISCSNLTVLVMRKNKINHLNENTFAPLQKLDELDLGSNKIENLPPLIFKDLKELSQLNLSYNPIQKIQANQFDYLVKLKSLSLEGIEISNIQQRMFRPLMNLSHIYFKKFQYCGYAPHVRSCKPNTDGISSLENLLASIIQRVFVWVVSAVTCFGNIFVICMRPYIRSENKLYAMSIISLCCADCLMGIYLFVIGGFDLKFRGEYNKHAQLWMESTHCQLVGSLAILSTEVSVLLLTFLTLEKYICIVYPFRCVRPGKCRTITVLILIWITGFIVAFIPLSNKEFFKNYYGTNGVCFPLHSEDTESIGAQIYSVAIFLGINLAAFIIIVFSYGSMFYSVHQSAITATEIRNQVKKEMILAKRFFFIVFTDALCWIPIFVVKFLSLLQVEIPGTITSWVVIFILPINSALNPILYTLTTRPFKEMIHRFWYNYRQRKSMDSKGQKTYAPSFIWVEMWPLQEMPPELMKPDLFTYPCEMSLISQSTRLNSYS
#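 HEK293 cells stably expressing RXFP1, treated 30 min at 37C with compounds plus PDE4 inhibitor Ro 20174; cAMP measured by HTRF TR-FRET. Normalized to buffer and 29 nM porcine relaxin; EC50 by Hill fit.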
# D1 potentiator: potentiators of human D1 dopamine receptor; P21728; HEK293 TREx D1 cells, calcium flux, dopamine EC20 potentiation; potentiation, % at 10 µM; hit rate 0.036% among 360,000; in the data active = potentiation above about 30%; note: 0% is about no effect
# Numbers without * were called inactive; u = inconclusive; x = not tested or not shown; & = joins results of further samples. Unless noted, calls come from the whole dose curve; as a rule, active = well fitted curve in the direction sought with a large enough effect; inconclusive = small, poorly fitted or top-dose-only effect, or another doubt; inactive = no such curve, though single readings can be large; an effect the other way counts as inactive or inconclusive. These rows are one share of the data; rates above refer to the full screens.
mol	Vif-APOBEC3G blk	D1 potentiator	Vif-A3F inh	D2 PAM	LDHA block	D1 ag	D1 antagonist	RXFP1 ag	Glioma ERSR ind
O=C(c1cc2c(=O)oc3ccccc3c2s1)N1CCOCC1	1%	1	2%	5	-4	4	-11	7.3%	4%
O=C(O)c1ccccc1C(=O)c1ccc(N2CCCC2)c([N+](=O)[O-])c1	0%	-1	-3%	-2	-4	0	-14	-3.0%	1%
Cc1cccc(NC(=O)Nc2ccccc2)n1	-1%	-6	2%	10	1	-1	6	1.5%	3%
Cc1cc(Nc2cccc(F)c2)n2nc(-c3ccco3)nc2n1	-1%	0	0%	-2	1	-1	5	0.5%	-2%
Cc1ccc2oc(C(=O)Nc3ccc(S(=O)(=O)N(C)c4ccccc4)cc3)cc(=O)c2c1	5%	1	-1%	-6	-6	0	-11	-1.4%	-5%
N#CC1=C(N)N(c2ccc(Br)cc2)C2=C(C(=O)CCC2)C1c1cccnc1 (configuration not stated)	-1%	14	2%	4	24	2	-16	0.0%	u
CCOC(=O)c1nn(-c2ccccc2C)c2nc(-c3ccc(C)cc3)c(C#N)c(=O)n12	-6%	-2	x	17	-10	3	-7	3.3%	0%
O=C(NC1CCCCC1)C(c1ccc(F)cc1)N(CCN1CCOCC1)C(=O)c1ccc(-c2ccccc2)[nH]1 (configuration not stated)	0%	-5	12%	14	-6	2	-19	0.6%	-4%
COc1cccc(Nc2c(F)c(F)c(F)c(F)c2C(=O)O)c1	-1%	0	3%	-7	6	3	-7	0.2%	-3%
CCN(CC)CCOC(=O)/C=C/c1ccccc1OC	2%	-2	2%	-6	-1	6	36	1.0%	-4%
Cc1ccccc1CSCC(=O)Nc1ccccc1-c1ccccc1	0%	-1	-9%	1	3	14	6	0.9%	-4%
c1ccc(Cn2nnc3c(N4CCC5(CC4)OCCO5)ncnc32)cc1	3%	-7	6%	-7	0	-2	-4	3.3%	-4%
COc1cccc(OCCCn2ccnc2)c1	-2%	5	-5%	3	-11	5	-9	-0.1%	-4%
COCCNC(=O)c1cccc(Nc2nc3ccccc3n3nnnc23)c1	-7%	-6	u	2	-4	-1	-7	17%	-3%
Cc1cc(=O)n2nc(N3CCC(C(=O)NCc4cccc(Cl)c4)CC3)sc2n1	-5%	3	-7%	10	-12	1	-2	12%	2%
CCOCCc1nn2c(=O)cc(CSCC(=O)Nc3cc(C)cc(C)c3)nc2s1	-1%	-3	2%	2	-4	1	5	0.1%	-8%
CCN1C(=NCCN2CCOCC2)N[C@@H](CCc2ccccc2)C(C(=O)OC)=C1C	x	3&-5	x	x	x	1&3	4&-3	0.4%&0.0%	x
Cc1cc(CN(C)C(=O)c2ccc(OC3CCN(CCc4ccccc4)CC3)cc2)on1	1%	0	9%	4	0	9	-7	0.8%	-4%
Cc1nn(Cc2c(F)cccc2Cl)c(C)c1[N+](=O)[O-]	0%	3	-1%	0	-2	0	-10	-0.1%	0%
N#CCCn1cc(/C=N/O)c(-c2ccc(Cl)cc2)n1	-2%	-7	-1%	-6	-12	2	4	1.0%	1%

# Arranged by the number under Glioma ERSR ind (falling): three of the compounds above.
Structure | D1 potentiator | D2 PAM | LDHA block | D1 ag | D1 antagonist | Glioma ERSR ind
Cc1cccc(NC(=O)Nc2ccccc2)n1 | -6 | 10 | 1 | -1 | 6 | 3%
CCOC(=O)c1nn(-c2ccccc2C)c2nc(-c3ccc(C)cc3)c(C#N)c(=O)n12 | -2 | 17 | -10 | 3 | -7 | 0%
CCN(CC)CCOC(=O)/C=C/c1ccccc1OC | -2 | -6 | -1 | 6 | 36 | -4%

# Next part.
mol	Vif-APOBEC3G blk	D1 potentiator	Vif-A3F inh	D2 PAM	LDHA block	D1 ag	D1 antagonist	RXFP1 ag	Glioma ERSR ind
CCc1cc2ccc(C)cc2nc1SCC(=O)N1CCN(C(=O)c2ccco2)CC1	0%	0	4%	5	-6	2	1	-1.2%	4%
COc1ccc(N2CCN(C(=O)C3CCCN(C(=O)c4cc5sccc5n4C)C3)CC2)cc1 (configuration not stated)	4%	-6	3%	-9	0	11	-17	10%	-1%
COC(=O)C1=C(C)N=C2SCCC(=O)N2C1/C=C/c1ccccc1 (configuration not stated)	0%	3	-4%	-1	-10	4	13	1.0%	-3%
COC(=O)C1=C(NC(=O)c2ccccc2[N+](=O)[O-])CCS1	-13%	-3	9%	10	-9	5	4	-0.3%	-2%
C=CCn1c(-c2cccc(S(=O)(=O)N(CC)CC)c2)n[nH]c1=S	6%	-1	-18%	1	-5	7	2	8.0%	-3%
CCc1ccc(C2c3c(oc4ccc(F)cc4c3=O)C(=O)N2c2nc(C)c(C(=O)OC)s2)cc1 (configuration not stated)	2%	-10	3%	3	0	0	-69*	u	-2%
COC(=O)C1C(=O)NC(SC)=C(C#N)C1c1ccccc1 (configuration not stated)	-4%	-7	-15%	34*	0	6	-23	-1.4%	-3%
Cc1ccc(-n2ncc3c(N4CCCCC4)ncnc32)cc1	-5%	-1	5%	-2	1	1	0	4.5%	-12%
O=c1[nH]c(C2CCN(S(=O)(=O)c3ccccc3C(F)(F)F)CC2)nc2c1nnn2Cc1cccc(F)c1	-13%	3	9%	5	-1	5	19	-0.6%	-4%
COc1cc(C(=O)Nc2ccccc2-c2nc(-c3ccc(C)cc3)no2)cc(OC)c1OC	5%	0	1%	-18	1	2	-10	-1.5%	-1%
CC1CCCC(C)N1C(=O)COC(=O)c1cc([N+](=O)[O-])ccc1N1CCOCC1 (configuration not stated)	-13%	-1	1%	-5	0	2	19	2.9%	-3%
COC(=O)c1sccc1-n1cccc1C(=O)C(=O)N1CC(C)OC(C)C1 (configuration not stated)	0%	-4	-13%	0	-4	1	17	-1.5%	-4%
COc1ccc(SCc2noc(C(=O)NC(C)C)c2C(=O)O)cc1	-1%	0	0%	6	-2	1	4	-0.8%	-3%
CCOC(=O)CNC(=O)c1sc(NC(=O)c2ccccc2F)nc1C	1%	-2	0%	3	-1	2	2	-0.5%	-1%
COc1ccc(NC(=O)c2cc(C(C)=O)n3ccccc23)cc1Cl	-5%	-3	-18%	2	2	2	2	0.7%	-5%
COc1cccc(NC(=O)c2ccc3c(c2)CCN3S(C)(=O)=O)c1	-3%&5%	5&2	-19%&3%	24&3	-3&-5	2&1	-11&-11	2.0%&-3.7%	9%&2%
Cc1cccc(NC(=O)CN(C)S(=O)(=O)c2cnc[nH]2)c1C	2%&4%	3	0%&-2%	2	-7&-14	2	5	-5.1%	0%&-3%
CCOc1nc(NC2CCCC2)nc(N2CCC(C)CC2)n1	-1%	1	-25%	9	0	2	2	0.6%	-3%
COc1ccc(-n2cnc3cc(NCc4ccccn4)ccc32)cc1	-2%	-2	-13%	-6	23	2	21	-0.1%	4%
O=C(CCN1C(=O)/C(=C/c2ccc3c(c2)OCO3)SC1=S)Nc1cccc(C(=O)O)c1	0%	1	-8%	2	7	9	-4	-0.8%	-2%
O=C(O)c1cc2c(o1)CCC/C2=N\O	-1%	-2	-6%	20	-5	5	1	-0.2%	0%
COc1ccccc1NC(=O)c1c(NC(=O)c2ccco2)sc2c1CCC2	1%	-2	6%	14	0	6	-4	u	-4%
CC1CCCC(C)N1S(=O)(=O)c1ccc(NC(=O)CCN2C(=O)C3CC=CCC3C2=O)cc1 (configuration not stated)	2%	-3	0%	-2	-4	0	-3	0.0%	-4%

# Compounds listed so far that contain a halogen, in the order listed:
mol	Vif-APOBEC3G blk	D1 potentiator	Vif-A3F inh	D2 PAM	LDHA block	D1 ag	D1 antagonist	RXFP1 ag	Glioma ERSR ind
Cc1cc(Nc2cccc(F)c2)n2nc(-c3ccco3)nc2n1	-1%	0	0%	-2	1	-1	5	0.5%	-2%
N#CC1=C(N)N(c2ccc(Br)cc2)C2=C(C(=O)CCC2)C1c1cccnc1 (configuration not stated)	-1%	14	2%	4	24	2	-16	0.0%	u
O=C(NC1CCCCC1)C(c1ccc(F)cc1)N(CCN1CCOCC1)C(=O)c1ccc(-c2ccccc2)[nH]1 (configuration not stated)	0%	-5	12%	14	-6	2	-19	0.6%	-4%
COc1cccc(Nc2c(F)c(F)c(F)c(F)c2C(=O)O)c1	-1%	0	3%	-7	6	3	-7	0.2%	-3%
Cc1cc(=O)n2nc(N3CCC(C(=O)NCc4cccc(Cl)c4)CC3)sc2n1	-5%	3	-7%	10	-12	1	-2	12%	2%
Cc1nn(Cc2c(F)cccc2Cl)c(C)c1[N+](=O)[O-]	0%	3	-1%	0	-2	0	-10	-0.1%	0%
N#CCCn1cc(/C=N/O)c(-c2ccc(Cl)cc2)n1	-2%	-7	-1%	-6	-12	2	4	1.0%	1%
CCc1ccc(C2c3c(oc4ccc(F)cc4c3=O)C(=O)N2c2nc(C)c(C(=O)OC)s2)cc1 (configuration not stated)	2%	-10	3%	3	0	0	-69*	u	-2%
O=c1[nH]c(C2CCN(S(=O)(=O)c3ccccc3C(F)(F)F)CC2)nc2c1nnn2Cc1cccc(F)c1	-13%	3	9%	5	-1	5	19	-0.6%	-4%
CCOC(=O)CNC(=O)c1sc(NC(=O)c2ccccc2F)nc1C	1%	-2	0%	3	-1	2	2	-0.5%	-1%
COc1ccc(NC(=O)c2cc(C(C)=O)n3ccccc23)cc1Cl	-5%	-3	-18%	2	2	2	2	0.7%	-5%
